Screening data (PubChem BioAssay)
OX1R antag-1: blocks the human orexin 1 receptor. O43613. OX1R-expressing cells, FRET antagonist read-out. inhibition, % at 6.6 µM. 330,000 tested, 1.8% active. AID 485270; in the data active = inhibition mostly above about 38%, no sharp cut-off; inactive = mostly below about 40%;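 note: 0% = agonist challenge alone and 100% = reference antagonist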
Target sequence (O43613 whole entry, looked up): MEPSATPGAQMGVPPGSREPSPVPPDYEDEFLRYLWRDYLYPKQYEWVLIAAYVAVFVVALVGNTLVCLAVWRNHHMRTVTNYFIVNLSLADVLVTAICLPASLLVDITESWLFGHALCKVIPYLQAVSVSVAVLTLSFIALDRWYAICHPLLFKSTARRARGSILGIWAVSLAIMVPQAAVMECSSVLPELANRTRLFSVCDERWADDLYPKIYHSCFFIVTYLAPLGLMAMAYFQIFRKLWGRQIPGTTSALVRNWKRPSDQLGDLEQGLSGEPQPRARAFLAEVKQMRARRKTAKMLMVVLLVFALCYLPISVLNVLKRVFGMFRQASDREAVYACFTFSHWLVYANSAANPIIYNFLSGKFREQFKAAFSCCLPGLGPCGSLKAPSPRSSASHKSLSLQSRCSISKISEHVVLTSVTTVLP
OX1R antag-2: human HCRTR1 antagonism; O43613; 330,000 tested, 0.43% active; AID 434989; inhibition, % at 5 µM; CHO/OX1R cells, Fluo-8 calcium fluorescence, orexin A;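 active = inhibition above its plate's threshold, mean inhibition of all tested compounds on the plate plus 3 SD, cut at about 37% in these data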;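 note: 0% = orexin A challenge wells and 100% = SB-334867-A antagonist wells; not every result past the cut was called active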
An asterisk follows results filed as active. Not all compounds are listed (hit frequency here may not be typical).

Compound	OX1R antag-2	OX1R antag-1
COC(=O)C1=C(c2ccc(S(C)(=O)=O)cc2)C[C@@H]2CC[C@H]1N2C(=O)NCCS(C)=O (stereo partly specified)	0	-3
N#Cc1ccc(NC(=O)CCNC(=O)c2ccco2)cc1Cl	-13	5
CCOC(=O)C(O)(c1ccc(N(C)C(=O)COc2ccccc2)cc1)C(F)(F)F (stereo unspecified)	-5	6
O=[N+]([O-])c1ccc(NC2CCCC2)c2ccncc12	-2	31
Cc1nn(Cc2ccc(Cl)cc2Cl)c(Cl)c1C(=O)O	-12	30
CC(=NCc1cccnc1)c1c(O)n(-c2ccc(C)cc2)c(=O)[nH]c1=O	-12	10
Cc1c(C(=O)O)cc(-c2ccccc2)n1Cc1ccccc1	-29	5
C[N+](C)(C)c1ccccc1	-12	5
c1ccc2c(NC3=NCCS3)cccc2c1	-40	27
CCOC(=O)c1sc(N=Nc2c(O)[nH]c(=O)[nH]c2=O)c(C(=O)OCC)c1C	-6	7
C/C(=N\N1CCCCCC1)c1c(O)n(-c2ccccc2C)c(=O)[nH]c1=O	-27	8
Cc1nc2ccccc2c(=O)n1/N=C/c1cc(Br)cc(Br)c1O	-9	4
O=C(Nc1ccc(Cl)cc1C(=O)c1ccccc1)c1ccco1	-38	16
COc1ccccc1-n1c(CNCC2CCCO2)nc2ccccc2c1=O (stereo unspecified)	-12	3
c1ccc2sc(NC3=NCCN3)nc2c1	-16	1
O=c1[nH]c(=O)n(Cc2ccc(F)cc2)c(O)c1C=NCCCN1CCOCC1	3	7
Cc1sc2ncn(CC(=O)N3CCC4(CC3)OCCO4)c(=O)c2c1C	-2	12
CCCCC1(CN2CCCC2=O)C(=O)NC(=O)NC1=O	-11	10
O=C(Nc1cccc(C(F)(F)F)c1)c1cccn(Cc2ccc3c(c2)OC(F)(F)O3)c1=O	-17	4
CN1CCC(O)(c2cccs2)C(C(=O)c2cccs2)C1 (stereo unspecified)	-8	0
O=C(NCc1cccnc1)NC1CCCCC1	-4	9
Cc1cccc([N+](=O)[O-])c1	-15	2
CCCCn1c(=O)c(C(=O)Nc2ccccc2N)c(O)c2ccccc21	-28	24
CC(C)Sc1nnc(OC(=O)N(C)C)n1-c1ccccc1	-14	9
COc1ccc(-c2[nH]ncc2CNC(C)Cc2cccc(C)n2)cc1F (stereo unspecified)	-23	13
COc1cccc(OC)c1C1=NCC(=O)Nc2c1oc1ccc(Br)cc21	-14	8
COc1ccc(Cn2c(O)c(/C=N/NC(=O)c3ccncc3)c(=O)[nH]c2=O)cc1	-10	2
COc1cccc(CN2CCCC(C(=O)c3ccccc3SC)C2)c1O (stereo unspecified)	-34	8
CCOCCc1c(O)[nH]c(=S)[nH]c1=O	8	-2
O=[N+]([O-])c1ccc(N2CCNCC2)cc1NC1CC1	-31	47
O=C1CC(c2ccccc2)CN1 (stereo unspecified)	-5	6
O=[N+]([O-])c1ccccc1CCl	-6	3
O=C(CCCN1CCC2(CC1)C(=O)NCN2c1ccccc1)c1ccc(F)cc1	106*	10
C=CCN1C(=O)NC(=O)/C(=C/c2ccc(OC)c(COc3ccc(NC(C)=O)cc3)c2)C1=O	-2	10
N[C@@H](Cc1ccccc1)C(=O)N1C[C@H]2C[C@@H](C1)c1cccc(=O)n1C2	-21	12
Fc1ccc(CCNCc2ccccc2Cl)cc1	-14	7
Cn1c(O)c(C=Nc2ccc3c(c2)CCC3)c(=O)n(C)c1=O	-22	29
COc1ccc(-n2c(=O)[nH]c3ccccc3c2=O)cc1	-18	19
CN(C)C(=O)Oc1ccc(OC(=O)N(C)C)cc1	-5	2
CCOC(=O)C(NC(=O)CCl)(Nc1ccc(C(O)(C(=O)OCC)C(F)(F)F)cc1)C(F)(F)F (stereo unspecified)	5	9
CCCCn1c(C)c(C(=O)O)c2cc(OC)c3ccccc3c21	-29	-2
CCOC(=O)c1c(C)n(Cc2ccccc2)c2ccc(OCC(O)Cn3nc(C)nc3C)cc12 (stereo unspecified)	-39	12
O=C(c1cc2c(s1)CCCC2)N1CCC2(CC1)OCCO2	-30	0
CN(c1ccccc1)c1ccc([N+](=O)[O-])c2nonc12	-26	74*
CN1CCc2cc3c(cc2[C@H]1[C@@H]1OC(=O)c2c1ccc1c2OCO1)OCO3	-10	23
COC(=O)C1=C(c2ccc(C(C)=O)cc2)C[C@@H]2CC[C@H]1N2C(=O)NC1CCCCC1	-2	-2
Cc1c(C(=O)N2CCC3(CC2)OCCO3)oc2ccc(S(=O)(=O)N3CCCCC3)cc12	-17	-2
CCCCP(=O)(O)c1ccccc1	4	4
CCC1(c2ccc(-c3ccccc3)cc2)C(=O)NC(=O)NC1=O	0	7
FC(F)(F)C1=NC(C(F)(F)F)=NP(N2CCOCC2)(N2CCOCC2)=N1	1	6

Further records follow.
Compound	OX1R antag-2	OX1R antag-1
CN1CCC(OC(=O)Cc2ccccc2)CC1	-6	7
CC12CC[C@H]3[C@@H](CCC4(O)C[C@H](O)CCC34/C=N/NC(=O)Cc3ccccc3)C1(O)CCC2C1=CC(=O)OC1 (stereo partly specified)	1	2
Cc1cc(=O)oc2cc(OCC(=O)N3C[C@H]4C[C@@H](C3)c3cccc(=O)n3C4)ccc12	-3	9
O=C(c1ccc2c3c(cccc13)CC2)C1CCCN(Cc2ncc[nH]2)C1 (stereo unspecified)	-17	15
C=CCn1c(O)c(/C=N/NC(=O)CCCC)c(=O)[nH]c1=S	-12	19
COc1ccc(C(O)P(=O)(Oc2ccccc2)Oc2ccccc2)cc1 (stereo unspecified)	-19	11
CCN(CC)C(=O)c1ccc(NC(=O)COc2ccc(-c3nn(C)c(=O)c4ccccc34)cc2)cc1	-29	2
S=C1Nc2ccccc2Sc2ccccc21	-8	30
O=C(CCn1nc(-c2ccc(Cl)cc2)ccc1=O)N1CCC2(CC1)OCCO2	21	9
Cc1ncc([N+](=O)[O-])n1CCOC(N)=O	-12	10

Reformatted field by field: 2 of the compounds above.
CN1CCC(OC(=O)Cc2ccccc2)CC1
  OX1R antag-2 = -6
  OX1R antag-1 = 7

O=C(c1ccc2c3c(cccc13)CC2)C1CCCN(Cc2ncc[nH]2)C1 (stereo unspecified)
  OX1R antag-2 = -17
  OX1R antag-1 = 15

The list goes on.
Compound	OX1R antag-2	OX1R antag-1
Cc1cc(/C=C2\C(=O)NC(=O)N(c3cccc(Br)c3)C2=O)c(C)n1C	-23	12
O=C(Cn1c(=S)[nH]c2ccccc2c1=O)N1CCC2(CC1)OCCO2	-2	8
CN(C)c1ccc(NC(=O)CN2C(=O)CN=C(c3ccccc3)c3ccccc32)cc1	-12	11
CCP(=S)(CC)c1ccc(N(C)C)cc1	-3	23
Cc1cc(OC(=O)c2ccco2)c2c3c(c(=O)oc2c1)CCCC3	-6	18
COc1nc2ccccc2c(=O)n1-c1ccc(C)cc1	-12	21
CC(C)c1ccc(N=Cc2c(O)n(C3CC3)c(=S)[nH]c2=O)cc1	-27	6
C=CCn1cc(C=C2C(=O)N(C)C(=O)N(C)C2=O)c2ccccc21	-10	8
CC(=O)N1CCCSC1=Nc1ccccc1	-1	15
O=c1c2ccccc2nc(/C=C/c2ccc(O)cc2)n1-c1ccc(O)cc1	5	10
O=c1cc(CN2CC=C(c3ccccc3)CC2)c2c(ccc3ccccc32)o1	-24	52
CCN1C(=O)C(=C/C=C/c2ccco2)C(=O)N(CC)C1=S	-11	14
COc1ccc(-n2c(O)c(/C=C/C=Nc3ccccc3)c(=O)[nH]c2=O)cc1	45*	34
COc1cc(C)c(CN2CC=C(c3ccc(F)cc3)CC2)cc1C	-37	22
Cc1cccc(-n2c(C)nc3ccccc3c2=O)c1C	-16	23
O=P(Nc1ccccc1Cl)(c1ccccc1)c1nc2c(s1)CCCC2 (stereo unspecified)	-2	3
Cc1cccc(OP(=O)(NCc2ccccc2)Oc2cccc(C)c2)c1	-37	40
COc1ccc(Br)cc1CNCCc1ccc2c(c1)OCO2	3	28
COc1ccc(-n2c(/C=C3\C(=O)Nc4ccccc43)nc3ccccc3c2=O)cc1	-15	32
O=C(NCCCn1ccnc1)C(Cl)(Cl)Cl	-7	8
CCOC(=O)c1c(C)n(Cc2ccccc2)c2ccc(OCC(O)CN3C(=O)CNC3=O)cc12 (stereo unspecified)	-34	5
Cc1ccc(CN2CCN(Cc3ccccc3F)CC2)cc1	-29	19
COc1ccc(C(=O)C2CCCN(CCO)C2)c(C)c1 (stereo unspecified)	-24	8
O=C1CN=C(c2ccccc2)c2c(sc3c2CCCC3)N1	-23	8
CC12CN3CN(C1)CC(c1ccccc1)(C3)C2=O	-7	2
COc1cc(OC)cc(C(=O)Nc2ccc(Br)cc2C(=O)c2ccccc2)c1	-14	4
C=COCCn1c(C)c(C(C)=O)c2cc(O)ccc21	-10	26
O=C(COc1ccc2ccc(=O)oc2c1)N1C[C@H]2C[C@@H](C1)c1cccc(=O)n1C2	-3	11
Cc1ccccc1N1CCN(Cc2ccc3c(c2)OCO3)CC1	-27	13
C=C[C@H]1CN2CC[C@H]1C[C@@H]2[C@@H](O)c1ccnc2ccccc12	-38	16

Full records as entered above.
Entry for O=C1CN=C(c2ccccc2)c2c(sc3c2CCCC3)N1 = OX1R antag-2 = -23; OX1R antag-1 = 8
Entry for Cc1ccc(CN2CCN(Cc3ccccc3F)CC2)cc1 = OX1R antag-2 = -29; OX1R antag-1 = 19
Entry for C=C[C@H]1CN2CC[C@H]1C[C@@H]2[C@@H](O)c1ccnc2ccccc12 = OX1R antag-2 = -38; OX1R antag-1 = 16

(next part)
Compound	OX1R antag-2	OX1R antag-1
CCCCSP1(=S)NCCCO1 (stereo unspecified)	-17	20
O=C(c1ccco1)c1cn(Cc2ccccc2)c2ccccc12	-25	16
Cn1c(=O)c2c(nc(N/N=C/c3c(O)n(-c4ccccc4)c(=S)[nH]c3=O)n2C)n(C)c1=O	-6	18
Cc1ccc(N2C(=O)/C(=C/c3ccc(CN(CCC#N)S(C)(=O)=O)o3)C(=O)NC2=S)cc1	-9	16
CN1CCN(C(=O)COc2ccc(N(C)S(=O)(=O)c3ccc(F)cc3)cc2)CC1	-13	20
COc1cccc(NP(=O)(Oc2ccccc2)Oc2ccccc2)c1	-16	28
CCN(CC)P(=O)(c1nccn1C)N(CC)CC	-11	7
O=[N+]([O-])c1cccnc1N1CCCNCC1	-15	5
Cc1cc(C)cc(NC(=S)NC2CC3CCCC(C2)N3Cc2cccs2)c1 (stereo unspecified)	-7	7
COCCCNC(=O)Cn1cc(/C=C2\C(=O)NC(=O)N(c3ccccc3F)C2=O)c2ccccc21	-19	2
O=C(c1cc(C(=O)NCc2ccccc2)c(=O)n(Cc2ccccc2)c1)c1cc(Br)ccc1O	-35	9
CN(C)CCN=Cc1c(O)n(C2CCCCCC2)c(=O)[nH]c1=O	0	20
CCN(CC)C(=O)c1ccc(NC(=O)COc2ccccc2F)cc1	-21	-1
C=C1C(=O)O[C@@H]2C[C@@H](C)[C@@H]3C4OC4C(=O)[C@@]3(C)[C@@H](O)[C@H]12 (stereo partly specified)	-25	29
COc1ccc(CC2(CCc3ccncc3)C(=O)NC(=O)NC2=O)cc1OC	6	4
Cc1csc(NC(=O)C(Cl)c2ccccc2)n1 (stereo unspecified) (tested in a mixture with another compound)	-19	10
CCOc1cc2c(cc1OCC)-n1cccc1C(c1ccc(C(C)C)cc1)NC2 (stereo unspecified)	8	16
N=Cc1c(O)n(-c2ccccc2)c(=O)n(-c2ccccc2)c1=O	3	-9
c1ccc(-c2cc(-c3ccccc3)[n+](-c3ccccc3)c(-c3ccccc3)c2)cc1	84*	31
CSc1ccccc1C(=O)C1CCCN(Cc2ccn[nH]2)C1 (stereo unspecified)	-16	8
CCCCOP(=O)(CN1CCOCC1)OCCCC	-12	16
Cc1cccc(-n2c(O)c(/C=N/NC(=O)c3ccncc3)c(=O)[nH]c2=O)c1	-15	1
Cn1cc(/C=C2\C(=O)NC(=O)N(c3ccccc3)C2=O)c2ccccc21	54*	9
O=[N+]([O-])c1cc(F)c(N2CCCCCC2)cc1N1CCNCC1	-24	15
COc1ccc(C2SCC(=O)Nc3c2c(C)nn3C2CCOC(C)(C)C2)cc1 (stereo unspecified)	-11	13
CC(C)(C)c1nc(NCc2ccc3c(c2)OCO3)c2nnn(Cc3ccccc3Cl)c2n1	-9	10
CCc1ccc(CN2CCN(Cc3cc(Br)ccc3O)CC2)cc1	-20	17
Cc1c(C(=O)N2CCC3(CC2)OCCO3)oc2ccccc12	-17	8
C=CCN1C(=O)NC(=O)/C(=C/c2ccc(N(C)C)c(Br)c2)C1=O	-8	5
COC(=O)C1=C(c2cc3ccccc3o2)C[C@@H]2CC[C@H]1N2C(=O)NCc1ccc(F)cc1	-25	32
Clc1cccc(N2CCNCC2)n1	-12	17
Cc1ccccc1C1=NCC(=O)N(CC(=O)N2CCCCC2)c2sc(C)c(C)c21	-24	8
O=C(O)Cn1cc(C(=O)c2ccccc2F)c2ccccc21	-8	12
O=C1CC(=O)N(Cc2ccccc2)C(=S)N1	8	9
Cc1cccc(CSc2nc3c(cc2C#N)CN(C)CC3)c1	-11	24
Cc1ccc(N2C(=O)NC(=O)/C(=C\c3cc(C)n(-c4cc(C(=O)O)cc(C(=O)O)c4)c3C)C2=O)cc1	2	6
CN1CCc2c(c(N3CCCCC3)nc3n[nH]c(N)c23)C1	-10	7
CC(C(N)=O)N1CC(c2ccc(Cl)cc2)CC1=O (stereo unspecified)	1	17
